Compound activity as filed in PubChem BioAssay.
ERp5 block: ERp5 (human) disulfide isomerase inhibition. ERp5 insulin aggregation, absorbance 650 nm, 90 min. inhibition, % at 9.99 µM. 350,000 compounds, 0.05% hits. AID 651711;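 active = mean replicate inhibition above about 25%, with every replicate also reaching it, limit read from the data, passing the limit was not always enough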
Target sequence (Q15084 whole entry, looked up): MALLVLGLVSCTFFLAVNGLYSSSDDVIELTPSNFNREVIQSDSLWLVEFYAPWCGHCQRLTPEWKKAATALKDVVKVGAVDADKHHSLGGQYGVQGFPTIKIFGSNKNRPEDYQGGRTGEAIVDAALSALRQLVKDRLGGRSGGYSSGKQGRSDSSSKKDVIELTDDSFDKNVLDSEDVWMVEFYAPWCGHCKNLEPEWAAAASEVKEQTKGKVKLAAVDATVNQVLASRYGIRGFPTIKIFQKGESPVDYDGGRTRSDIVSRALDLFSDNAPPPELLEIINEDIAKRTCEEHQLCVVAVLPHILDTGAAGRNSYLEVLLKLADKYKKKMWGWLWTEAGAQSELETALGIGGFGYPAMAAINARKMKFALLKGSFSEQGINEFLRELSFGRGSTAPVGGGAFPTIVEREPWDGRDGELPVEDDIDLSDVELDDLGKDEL
esBAF inh: SWI/SNF esBAF complex inhibition. mouse ES cells, Bmi1-luciferase knock-in reporter, 24 h; 100% = twice the neutral-well signal. 350,000 compounds, 2% hits. reporter increase, % at 12.5 µM; in the data active = activation above about 40%;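 note: 0% = median of the plate's neutral control wells and 100% = double that signal; a rise in the Bmi1 reporter signal indicates esBAF inhibition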
miR-122 sensor: inhibitors of miR-122 in Huh7 cells; activation (reporter increase), % at 12.5 µM; 340,000 compounds, 0.3% hits; AID 602342; Huh7 miR-122 Renilla luciferase sensor, 48 h; neutral wells = 0, positive control = 100;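 active = mean replicate activation score at least 90 and every replicate individually at or above 90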;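 note: higher luciferase means less miR-122 activity so hits act as miR-122 inhibitors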
SIRT5 block: inhibitors of human sirtuin-5 desuccinylase. Q9NXA8. Purified SirT5, succinyl-peptide AMC, trypsin-coupled fluorescence. inhibition, % at 15 µM. 330,000 compounds, 1.1% hits; in the data active = inhibition above about 15%
Target sequence (Q9NXA8 whole entry, looked up): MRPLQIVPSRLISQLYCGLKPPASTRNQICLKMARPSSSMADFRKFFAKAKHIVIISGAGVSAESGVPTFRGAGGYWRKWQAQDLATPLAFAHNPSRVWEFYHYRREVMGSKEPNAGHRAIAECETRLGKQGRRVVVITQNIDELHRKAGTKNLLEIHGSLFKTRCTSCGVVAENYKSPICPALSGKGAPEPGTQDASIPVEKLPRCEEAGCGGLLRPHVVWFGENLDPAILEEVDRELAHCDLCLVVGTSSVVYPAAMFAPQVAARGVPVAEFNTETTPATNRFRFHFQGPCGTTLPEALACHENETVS
ARNT TACC3 PPI: ARNT/TACC3 interaction disruption; Q9Y6A5; AlphaScreen His-ARNT PAS-B/GST-TACC3 binding, luminescence; TACC3 fragment carries E629A point mutation; inhibition, % at 9.99 µM; 390,000 compounds, 0.66% hits;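 active = mean inhibition of replicates at least 50% and at least half of replicates each reaching 50%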;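 note: 0% = complete ARNT plus TACC3 wells and 100% = ARNT alone without TACC3; many hits fall short of the cut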
Cneo AK release: causes C. neoformans cell lysis | 360,000 compounds, 0.2% hits | lysis activity, % at 15 µM | AID 651654 | adenylate kinase release luminescence, 4 h; normalised: neutral wells 0, clomiphene wells 100;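 active = mean lysis activity across replicates of at least 80%, whatever share of replicates individually reach that level; inactive = mean lysis activity below 80%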
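Assay system: C. neoformans cells. Amount: yeast cell density of 5 × 10^6 cells/mL. Technique: AK luminescence. Buffer or medium: YPD. Times: static 4 h at 37 °C with compound, 1 h detection. Dosing: single-point compound dose. Read-out: lysis from increased AK signal.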
C2C12 statin: suppression of simvastatin myotoxicity; 330,000 compounds, 0.78% hits; rescue of ATP level, % at 7.49 µM; C2C12 myotubes + simvastatin, ATP luminescence, 48 h; scaled: DMSO 0, geranylgeraniol control 100;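 active = mean ATP rescue above about 67%, or every replicate alone reaching that limit, limit read from the data, passing the limit was not always enough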;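 note: myotubes were challenged with 10 µM simvastatin during compound exposure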
* = called active by the depositor; [ ] = another dose, or the depositor's remark.

How did C[C@@H]1CN([C@H](C)CO)C(=O)c2cc(NC(=O)CCC(F)(F)F)ccc2O[C@@H](C)CCCCO[C@@H]1CN(C)S(=O)(=O)c1ccc(F)cc1 do in these assays?
ERp5 block: 1; esBAF inh: -4; miR-122 sensor: 0[16.7 µM]; SIRT5 block: 2; Cneo AK release: -4

How did CC(C)Oc1ccc(C(=O)Nc2ccc(NC(=O)c3ccco3)c(Cl)c2)cc1 do in these assays?
esBAF inh: 36; miR-122 sensor: -6; ARNT TACC3 PPI: -5; Cneo AK release: -1; C2C12 statin: -19

Results for COc1ccccc1NC1=NC(CO)(CO)CS1 ?
ERp5 block: 4; esBAF inh: -7; miR-122 sensor: -8; SIRT5 block: -2; Cneo AK release: 2; C2C12 statin: 6

What do the screens show for `O=C(O)C[C@H]1C[C@H]2c3cc(NC(=O)CC4CC4)ccc3O[C@H]2[C@@H](CO)O1`?
ERp5 block: -3; esBAF inh: -4; miR-122 sensor: 0[16.7 µM]; SIRT5 block: -4; ARNT TACC3 PPI: 4; Cneo AK release: 1; C2C12 statin: 3

What do the screens show for `CCCc1cc(C(=O)NCC(C)C)no1`?
ERp5 block: 0; esBAF inh: 24; miR-122 sensor: -10; SIRT5 block: 1; ARNT TACC3 PPI: 3; Cneo AK release: 1; C2C12 statin: 8

What do the screens show for `COc1cccc(F)c1C(C[N+](=O)[O-])c1c(N)n(C)c(=O)n(C)c1=O` (configuration not stated)?
ERp5 block: 0; miR-122 sensor: 50; SIRT5 block: 2; ARNT TACC3 PPI: -3; Cneo AK release: 1

Results for CCOc1ccc(C2=Nc3ccccc3C(c3ccc(N4CCOCC4)cc3)=NN2)cc1 ?
esBAF inh: 50*; miR-122 sensor: -19; ARNT TACC3 PPI: 3; Cneo AK release: 1; C2C12 statin: -6

What do the screens show for `CC(C)N(C(=O)COC(=O)c1ccccc1C(=O)N1CCN(c2ccc(F)cc2)CC1)C(C)C`?
esBAF inh: -15; miR-122 sensor: -2; ARNT TACC3 PPI: 2; Cneo AK release: -2

What do the screens show for `CC(=O)Nc1cc(O)cc(O)c1`?
ERp5 block: -3; esBAF inh: -2; miR-122 sensor: -19; SIRT5 block: 3; ARNT TACC3 PPI: -8; Cneo AK release: 3; C2C12 statin: 2

What do the screens show for `Cc1cc(C(=O)NCc2ccccc2Cl)c2ccccc2n1`?
ERp5 block: 1; esBAF inh: 2; SIRT5 block: -1; ARNT TACC3 PPI: 0; Cneo AK release: -3; C2C12 statin: -7

How did O=C(O)Cn1c(=O)c(F)cn(C2CCCO2)c1=O (configuration not stated) do in these assays?
ERp5 block: 0; esBAF inh: -2; miR-122 sensor: 1; SIRT5 block: -4; ARNT TACC3 PPI: -6; Cneo AK release: 0; C2C12 statin: -2

Results for C[C@H](CO)N1C[C@H](C)[C@H](CN(C)Cc2ccc3c(c2)OCO3)Oc2ncc(-c3ccccc3)cc2C1=O ?
ERp5 block: -4; esBAF inh: 0; miR-122 sensor: 3[16.7 µM]; SIRT5 block: -3; ARNT TACC3 PPI: 0; Cneo AK release: 6; C2C12 statin: 1

Results for Cc1sc2ncn(CC(=O)N3CCN(c4ccccc4)CC3)c(=O)c2c1S(=O)(=O)N1CCOCC1 ?
ERp5 block: -5; esBAF inh: 0; miR-122 sensor: -3; SIRT5 block: -11; ARNT TACC3 PPI: -7; Cneo AK release: -1; C2C12 statin: -6

Results for COc1ccc(-n2c(Cc3cc(=O)[nH]c(=O)[nH]3)nnc2SCC(=O)N2CCC(C)CC2)cc1 ?
ERp5 block: -2; esBAF inh: -4; miR-122 sensor: 3; Cneo AK release: 8; C2C12 statin: -7

What do the screens show for `COc1ccc(/C=C(/NC(=O)c2ccc(C)cc2)c2nc3ccccc3[nH]2)cc1OC`?
esBAF inh: 16; miR-122 sensor: 0; ARNT TACC3 PPI: 14; Cneo AK release: -1; C2C12 statin: -20

How did CCN(CC)S(=O)(=O)c1ccc(NC2c3ccccc3C(=O)N2c2ccc(C)cn2)cc1 (configuration not stated) do in these assays?
ERp5 block: 6; esBAF inh: 16; miR-122 sensor: 0; SIRT5 block: 6; ARNT TACC3 PPI: -3; Cneo AK release: 0; C2C12 statin: 17

What do the screens show for `COc1cccc(CNC(=O)Cn2ccc3cc(S(=O)(=O)N4CCCCCC4)ccc32)c1OC`?
ERp5 block: 1; esBAF inh: 5; miR-122 sensor: -7; SIRT5 block: -2; ARNT TACC3 PPI: -2; Cneo AK release: 0; C2C12 statin: -1

How did CCc1ccc(C(=O)NCC2COc3ccccc3O2)o1 (configuration not stated) do in these assays?
esBAF inh: 40; miR-122 sensor: 7; ARNT TACC3 PPI: -2; Cneo AK release: 0; C2C12 statin: 3

How did Fc1ccc(Sc2ccccc2CNC2=NCCN2)cc1 do in these assays?
ERp5 block: -4; miR-122 sensor: -3; SIRT5 block: -2; ARNT TACC3 PPI: 2; Cneo AK release: 0

What do the screens show for `CC1CC(C)CN(C(=O)c2ccc(S(=O)(=O)N3CCCC3)cc2)C1` (configuration not stated)?
ERp5 block: 0; esBAF inh: 5; SIRT5 block: 4; ARNT TACC3 PPI: -7; Cneo AK release: 10; C2C12 statin: -6

What do the screens show for `COc1cc(CNn2cn[nH]c2=S)cc(Cl)c1OCc1ccccc1`?
esBAF inh: 3; miR-122 sensor: -2; ARNT TACC3 PPI: 2; Cneo AK release: 14; C2C12 statin: 8

How did O=C1c2ccccc2C(=O)N1Cc1nc2ccccc2c(=O)n1CCCN1CCOCC1 do in these assays?
miR-122 sensor: -3; ARNT TACC3 PPI: -9; Cneo AK release: -1

How did O=C(Nc1ccc(-c2cn3c(n2)SCC3)cc1)c1ccc2ccccc2n1 do in these assays?
ERp5 block: 5; SIRT5 block: -3; ARNT TACC3 PPI: -2

What do the screens show for `Cc1c(C)n2c(SCC(=O)N3CCCCC3)nnc2[nH]c1=O`?
ERp5 block: 0; esBAF inh: -1; miR-122 sensor: 5; SIRT5 block: 12; ARNT TACC3 PPI: -5; C2C12 statin: 7

Results for C[C@H]1CN([C@@H](C)CO)C(=O)c2cccc(N(C)C)c2O[C@@H]1CN(C)C(=O)Nc1ccccc1 ?
ERp5 block: 0; esBAF inh: -1; miR-122 sensor: 59[16.7 µM]; SIRT5 block: -3; ARNT TACC3 PPI: -7; Cneo AK release: -2; C2C12 statin: -19

What do the screens show for `CNC[C@@H]1Oc2ccc(NC(=O)Cc3cn(C)c4ccccc34)cc2CC(=O)N([C@@H](C)CO)C[C@@H]1C`?
ERp5 block: 0; esBAF inh: -2; miR-122 sensor: -7[16.7 µM]; SIRT5 block: -1; ARNT TACC3 PPI: 0; Cneo AK release: -4; C2C12 statin: 7

What do the screens show for `CCC(=O)OCC(=O)Nc1ccc(OC)cc1[N+](=O)[O-]`?
ERp5 block: 0; esBAF inh: -8; miR-122 sensor: 3; SIRT5 block: -3; ARNT TACC3 PPI: -9; C2C12 statin: 3

Results for COc1cccc(C(N)c2nc(-c3csc4ccccc34)cs2)c1 (configuration not stated) ?
esBAF inh: 10; miR-122 sensor: 16; Cneo AK release: -2; C2C12 statin: -202

How did Cc1csc(NC(=O)C2CCN(S(=O)(=O)c3ccccc3)CC2)n1 do in these assays?
ERp5 block: 6; esBAF inh: -5; miR-122 sensor: -4; SIRT5 block: 1; ARNT TACC3 PPI: 0; Cneo AK release: 1; C2C12 statin: -9

How did O=C(NCCCn1ccnc1)c1cc(-c2cccnc2)nc2ccc(Br)cc12 do in these assays?
ERp5 block: 7; SIRT5 block: -4; ARNT TACC3 PPI: 2

Results for CC(=O)c1ccccc1NC(=O)COC(=O)/C=C/c1ccc(OC(F)F)cc1 ?
ERp5 block: -5; SIRT5 block: -6; ARNT TACC3 PPI: 2; Cneo AK release: 2

Results for C[C@@H]1CN([C@@H](C)CO)C(=O)c2cc(-c3cccc(C#N)c3)cnc2O[C@H]1CN(C)C(=O)C1CCCCC1 ?
ERp5 block: -3; esBAF inh: 0; miR-122 sensor: -7[16.7 µM]; SIRT5 block: 6; ARNT TACC3 PPI: -9; Cneo AK release: 4; C2C12 statin: -5

Results for O=[N+]([O-])c1ccccc1N/N=C1\CCc2ccccc21 ?
ERp5 block: 1; SIRT5 block: 0; ARNT TACC3 PPI: 4

Results for O=C(C[C@H]1CC[C@H]2[C@@H](COC[C@H](O)CN2Cc2cccc(Cl)c2)O1)NCc1cccc(F)c1 ?
ERp5 block: -9; esBAF inh: -2; miR-122 sensor: -7[16.7 µM]; SIRT5 block: -1; ARNT TACC3 PPI: 3; Cneo AK release: -6; C2C12 statin: 16

Results for Cc1ccc(S(=O)(=O)N2CCOCC2)cc1NC(=O)c1cc2c(s1)CCC2 ?
esBAF inh: 9; miR-122 sensor: -15; ARNT TACC3 PPI: 0; Cneo AK release: 0; C2C12 statin: -2

Results for O=C(ON=C1CCN(c2ccc([N+](=O)[O-])cc2)CC1)c1ccccc1 ?
esBAF inh: 28; miR-122 sensor: -10; ARNT TACC3 PPI: -16; Cneo AK release: 0; C2C12 statin: -8

How did CC(=O)c1nnn(-c2ccc(Cl)cc2C#N)c1C do in these assays?
ERp5 block: 3; SIRT5 block: -6; ARNT TACC3 PPI: -7

What do the screens show for `COc1ccc([C@H]2CC(=O)C=C(c3ccc(Br)c4ccccc34)C2)cc1`?
ERp5 block: 4; esBAF inh: 4; miR-122 sensor: 3; ARNT TACC3 PPI: -1; Cneo AK release: -4; C2C12 statin: 7

Results for CCc1ccc(NC(=O)Cn2nnc(C(=O)NCc3ccco3)c2N)cc1 ?
ERp5 block: 1; esBAF inh: -3; miR-122 sensor: 4; SIRT5 block: -1; ARNT TACC3 PPI: -2; Cneo AK release: -2; C2C12 statin: -15

What do the screens show for `Cc1ccc(S(=O)(=O)Nc2ccc3c(c2)C(=O)N([C@H](C)CO)C[C@H](C)[C@@H](CN(C)C(=O)CCCN(C)C)OCCCC[C@H](C)O3)cc1`?
ERp5 block: -3; esBAF inh: -2; miR-122 sensor: -3[16.7 µM]; SIRT5 block: -1; ARNT TACC3 PPI: -8; Cneo AK release: -2

How did CCOc1ccc(C2CC(c3ccccc3C)n3ncnc3N2)cc1 (configuration not stated) do in these assays?
ERp5 block: -5; esBAF inh: 0; miR-122 sensor: -5; ARNT TACC3 PPI: -2; Cneo AK release: -1; C2C12 statin: 2

How did COc1ccc(NC(=O)c2ccco2)cc1NC(=O)COc1ccccc1 do in these assays?
ERp5 block: 4; esBAF inh: 5; miR-122 sensor: -1; SIRT5 block: -5; ARNT TACC3 PPI: -1; Cneo AK release: -3; C2C12 statin: -20

What do the screens show for `Cc1ccc2nc(C)cc(NCCO)c2c1`?
esBAF inh: -6; miR-122 sensor: 6; ARNT TACC3 PPI: 5; Cneo AK release: 0; C2C12 statin: 13

Results for Cc1cc(C)nc(SCc2ccc(C(=O)N/N=C/c3ccccn3)cc2)n1 ?
ERp5 block: 2; esBAF inh: 4; miR-122 sensor: -5; SIRT5 block: 5; ARNT TACC3 PPI: 2; C2C12 statin: 2

Results for Cc1cc([N+](=O)[O-])c(=O)[nH]c1C ?
ERp5 block: -3; esBAF inh: 5; SIRT5 block: 2; ARNT TACC3 PPI: -3; Cneo AK release: 0; C2C12 statin: 6

Some of these compounds in order of molar mass, rising:
How did CCOc1ccc(C2CC(c3ccccc3C)n3ncnc3N2)cc1 (configuration not stated) do in these assays?
ERp5 block: -5; esBAF inh: 0; miR-122 sensor: -5; ARNT TACC3 PPI: -2; Cneo AK release: -1; C2C12 statin: 2

How did COc1ccc(NC(=O)c2ccco2)cc1NC(=O)COc1ccccc1 do in these assays?
ERp5 block: 4; esBAF inh: 5; miR-122 sensor: -1; SIRT5 block: -5; ARNT TACC3 PPI: -1; Cneo AK release: -3; C2C12 statin: -20

Results for CCc1ccc(NC(=O)Cn2nnc(C(=O)NCc3ccco3)c2N)cc1 ?
ERp5 block: 1; esBAF inh: -3; miR-122 sensor: 4; SIRT5 block: -1; ARNT TACC3 PPI: -2; Cneo AK release: -2; C2C12 statin: -15

What do the screens show for `Cc1ccc(S(=O)(=O)Nc2ccc3c(c2)C(=O)N([C@H](C)CO)C[C@H](C)[C@@H](CN(C)C(=O)CCCN(C)C)OCCCC[C@H](C)O3)cc1`?
ERp5 block: -3; esBAF inh: -2; miR-122 sensor: -3[16.7 µM]; SIRT5 block: -1; ARNT TACC3 PPI: -8; Cneo AK release: -2
